LDHA inh – inhibitors of human lactate dehydrogenase A; 480,000 compounds, 0.15% hits; activity change, % (values are at about 110 or 230 µM); purified LDHA, NADH/diaphorase-resazurin fluorescence; hits give low values; in the data active means activity change below about -30%; inconclusive means mostly about -25% to -30%;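 further: plate controls were DMSO wells for no effect and wells without enzyme for full effect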
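Remaining NADH was detected by diaphorase (0.133 mg/mL) converting 37 µM resazurin to fluorescent resorufin, read at 0 and 20 minutes. The preceding 5-minute room-temperature reaction used 2 nM LDHA, 0.2 mM sodium pyruvate and 0.06 mM NADH at pH 7.4.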
Apoferritin bind – candidate novel general anesthetic via apoferritin binding; P02791; apoferritin/1-aminoanthracene competitive binding, fluorescence; Potency, µM (top dose mostly 77.5 µM), for the others: top-dose activity change, negative = displacement, most hits filed as inhibitors; 350,000 compounds, 0.074% hits; further: potency means the concentration at half of the fitted maximal effect; on the % scale 0 is the no-effect control and ±100 the full control effect; nearly all actives have a fitted effect of over 20% in size
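Concentration-response curves derived by four-parameter Hill fitting of normalized fluorescence, where compounds displaced 1-AMA from 10 uM horse apoferritin following a brief 10 min room-temperature incubation; propofol titration acted as positive control.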
APE1 inh – blocks human APE1 abasic DNA cleavage; recombinant APE1, TAMRA/BHQ-2 abasic DNA cleavage fluorescence; Potency, µM (titrated, usually from 65.8 µM), for the others: top-dose activity change, negative = inhibition, usual class: inhibitors; 350,000 compounds, 0.35% hits; AID 2517;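 further: potency means the concentration at half of the fitted maximal effect; plate controls were vehicle for no effect and reference inhibitor for full effect; nearly all actives have a fitted effect of over 55% in size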
Target sequence (P27695 whole entry, looked up): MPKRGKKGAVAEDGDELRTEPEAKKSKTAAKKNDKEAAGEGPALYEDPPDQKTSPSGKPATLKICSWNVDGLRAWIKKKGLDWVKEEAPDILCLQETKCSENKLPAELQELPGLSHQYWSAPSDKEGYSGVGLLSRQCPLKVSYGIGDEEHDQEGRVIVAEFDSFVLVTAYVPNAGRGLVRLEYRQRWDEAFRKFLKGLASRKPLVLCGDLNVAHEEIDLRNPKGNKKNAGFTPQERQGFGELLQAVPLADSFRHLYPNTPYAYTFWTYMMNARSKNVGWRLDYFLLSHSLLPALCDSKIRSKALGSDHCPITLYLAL
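Step 1: APE1 (0.75 nM) with compound, 15 min RT. Step 2: add 50 nM fluorophore/quencher THF duplex. Step 3: three fluorescence reads 60 s apart (525/598 nm); read 3 minus read 1 = reaction progress.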
POLI inh – blocks human DNA polymerase iota activity. AID 588590. Potency, µM (top dose mostly 115 µM), for inactives: at the highest dose activity, negative = inhibition, actives largely listed as inhibitors. 390,000 compounds, 1% hits. Q9UNA4. Pol iota fluorescent replication assay, 10 min; further: potency means the concentration at half of the fitted maximal effect
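Fluorescent replication assay read twice, at 0 min and 10 min after adding 50 nM (final) substrate. Enzyme (10 nM) and compounds were first incubated 15 min at room temperature; enzyme-free buffer wells were negative controls.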
Pol eta inh – inhibitors of human DNA polymerase eta | 390,000 compounds, 1.2% hits | recombinant Pol eta, fluorescent DNA replication assay | Potency, µM (top dose mostly 114 µM), for the others: at the top dose activity change, negative = inhibition, actives largely listed as inhibitors; further: potency means the concentration at half of the fitted maximal effect; on the % scale 0 is the no-effect control and ±100 the full control effect
Target sequence (Q9Y253 whole entry, looked up): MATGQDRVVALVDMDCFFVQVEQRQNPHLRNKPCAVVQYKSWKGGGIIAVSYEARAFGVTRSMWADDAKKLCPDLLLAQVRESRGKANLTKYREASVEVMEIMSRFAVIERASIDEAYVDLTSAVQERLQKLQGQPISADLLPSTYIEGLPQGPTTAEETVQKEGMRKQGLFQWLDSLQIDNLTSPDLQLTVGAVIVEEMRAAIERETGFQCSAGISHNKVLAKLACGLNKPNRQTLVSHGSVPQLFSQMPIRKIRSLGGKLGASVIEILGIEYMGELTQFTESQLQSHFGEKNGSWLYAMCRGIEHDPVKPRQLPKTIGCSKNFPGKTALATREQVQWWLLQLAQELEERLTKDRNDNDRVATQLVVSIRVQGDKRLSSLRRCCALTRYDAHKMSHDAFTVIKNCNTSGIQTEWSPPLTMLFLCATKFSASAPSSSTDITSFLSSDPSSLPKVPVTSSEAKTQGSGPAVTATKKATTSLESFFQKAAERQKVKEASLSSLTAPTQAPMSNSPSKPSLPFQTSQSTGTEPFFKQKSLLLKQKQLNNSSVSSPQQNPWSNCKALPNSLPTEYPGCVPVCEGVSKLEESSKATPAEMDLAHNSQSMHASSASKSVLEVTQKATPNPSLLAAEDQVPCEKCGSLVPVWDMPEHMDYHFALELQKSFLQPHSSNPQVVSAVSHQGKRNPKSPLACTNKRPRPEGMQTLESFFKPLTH
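Fluorescent replication assay: 50 nM final substrate added after a 15 min room-temperature compound preincubation with 10 nM enzyme. Signal taken at 0 min and again at 10 min.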
Glioma ERSR ind – inducers of ER stress response in human glioma cells; AID 602332; 420,000 compounds, 0.02% hits; Potency, µM, for the others: at the highest dose activation, usual class: activators; U87-MG GRP78 promoter luciferase reporter, 16 h; further: potency means the concentration at half of the fitted maximal effect; series mostly up to about 76 µM; % of control where 0% means no effect; nearly all actives have a fitted effect of over 35% in size
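Stably transfected U87-MG human glioma cells carrying a GRP78-based luminescent sensor were seeded at 1000 cells/well, pin-dosed with compounds and incubated 16 h. Luciferase reagent was then added, and end-point luminescence was read after 10 min at room temperature.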
BLM helicase inh – blocks DNA unwinding by human BLM helicase | P54132 | recombinant BLM DNA unwinding, fluorescence dequenching | Potency, µM (top dose mostly 56.1 µM), for inactives: at the top dose activity change, negative = inhibition, hits mostly inhibitors | 350,000 compounds, 0.2% hits;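 further: potency means the concentration at half of the fitted maximal effect; plate controls were vehicle for no effect and no enzyme for full effect; nearly all actives have a fitted effect of over 35% in size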
POLK inh – inhibitors of human DNA polymerase kappa; Potency, µM (highest dose often 107 µM), for inactives: at the highest dose activity, negative = inhibition, actives largely listed as inhibitors; Q9UBT6; purified Pol kappa, fluorescent DNA synthesis assay, 10 min; 400,000 compounds, 0.53% hits; AID 588579; further: potency means the concentration at half of the fitted maximal effect; on the % scale 0 is the no-effect control and ±100 the full control effect
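Kinetic fluorescence readout at 0 and 10 min followed reaction start with substrate at 50 nM final. Beforehand, enzyme (10 nM Pol kappa) stood 15 min with compound at room temperature; buffer-only wells were negative controls.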
POLB inh – blocks human DNA polymerase beta activity | Pol beta primer extension/strand displacement, fluorescence kinetic | 340,000 compounds, 1.3% hits | AID 485314 | P06746 | Potency, µM (top dose mostly 114 µM), without a hit: at the highest dose activity change, negative = inhibition, usual class: inhibitors; further: potency means the concentration at half of the fitted maximal effect; on the % scale 0 is the no-effect control and ±100 the full control effect
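10 nM enzyme + cpd, 15 min RT; start with substrate 50 nM final; read 0 min and after 10 min RT. Corrected, normalized data; 4-parameter Hill curve fit.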
Active calls of the source: *; [ ] = another dose, or the depositor's remark. Unless noted, the call rests on the fitted dose curve; in most records, active means well fitted curve in the direction sought with a large enough effect; inconclusive means small, poorly fitted or top-dose-only effect, or another doubt; inactive means no such curve, though single readings can be large; an effect the other way counts as inactive or inconclusive.

CCC(C)c1ccccc1NC(=O)C(C)OC(=O)c1ccco1 (stereo not given) was read as LDHA inh -4, APE1 inh 13%, POLI inh 25%, Pol eta inh -18%, Glioma ERSR ind -5% and POLK inh -2%.
`O=C(c1ccc(Cl)cc1)C1CCCN(C(=O)c2csnn2)C1` (stereo not given) gave LDHA inh 2, Apoferritin bind -13%, APE1 inh 5%, POLI inh 77%[activator], Pol eta inh -16%, Glioma ERSR ind -2%, BLM helicase inh -6%, POLK inh -2% and POLB inh 4%.
N#CC1=C(N)Oc2cc(N)ccc2C1c1ccccc1F (stereo not given) was read as LDHA inh -4, Apoferritin bind 52%[activator], APE1 inh 31%, POLI inh 132%[activator], Pol eta inh -19%, Glioma ERSR ind -6%, BLM helicase inh -3%, POLK inh -1% and POLB inh 13%.
CCC[C@@H](CN1CCC[C@H]1CN1C(N)=NC[C@H]1CC(C)C)N1C[C@@H](Cc2ccccc2)N(CCc2ccc(Cl)c(Cl)c2)C1=N was read as LDHA inh -12, APE1 inh 12%, POLI inh inconclusive, Pol eta inh -18%, Glioma ERSR ind -2% and POLK inh -9%.
`CCOc1ccc(C(=O)NCC(=O)OCc2csc(-c3ccccc3)n2)cc1` gave LDHA inh -15, Apoferritin bind -13%, APE1 inh 24%, POLI inh -5%, Pol eta inh 3%, Glioma ERSR ind 0%, BLM helicase inh -17%, POLK inh -6%[60.1 µM] and POLB inh 23%.
`COc1ccccc1NC(=O)CNC(=O)c1ccc(Br)o1` gave LDHA inh -19, Apoferritin bind -4%, APE1 inh 6%, POLI inh -11%, Pol eta inh 4%, Glioma ERSR ind 2%, BLM helicase inh 0%, POLK inh -4% and POLB inh 19%.
For CCCOc1ccc(C2=NC(c3ccncc3)=Nc3ccc(C)cc3N2)cc1 the results were LDHA inh 0, Apoferritin bind -24%, POLI inh -3%, BLM helicase inh -10%, POLK inh -26% and POLB inh 4%.
`CN1CCN(C(=O)/C(=C\c2cccc([N+](=O)[O-])c2)NC(=O)c2cccs2)CC1` gave LDHA inh -11, Apoferritin bind -11%, APE1 inh 1%, POLI inh 154%[activator], Pol eta inh 1%, Glioma ERSR ind 0%, BLM helicase inh 0%, POLK inh 4% and POLB inh 1%.
c1ccc(OCCN2CCNCC2)cc1 was read as LDHA inh -4, POLI inh -3%, Pol eta inh -14%, Glioma ERSR ind 0% and POLK inh 8%.
Screening Cc1nnc(SCC(=O)NCc2ccc3c(c2)OCO3)[nH]c1=O returned LDHA inh -7, Apoferritin bind -12%, APE1 inh -3%, POLI inh -11%, Pol eta inh 1%, Glioma ERSR ind -4%, BLM helicase inh -3%, POLK inh -7%[60.1 µM] and POLB inh 0%.
`Cc1ccc(-c2nn(-c3ccccc3)cc2/C=N/NS(=O)(=O)c2ccccc2)cc1` gave LDHA inh 5, Apoferritin bind -15%, APE1 inh -6%, POLI inh inconclusive, Pol eta inh -19%, Glioma ERSR ind inconclusive, BLM helicase inh -15%, POLK inh -13% and POLB inh 0%.
Screening Cc1cc(NC(=O)CN(c2cccc(C)c2C)S(=O)(=O)c2ccccc2)ccc1Br returned LDHA inh -2, Apoferritin bind 44%[activator], POLI inh 10%, Pol eta inh -16%, Glioma ERSR ind 1%, BLM helicase inh -10%, POLK inh 5% and POLB inh 23%.
Screening Cc1c(NC(=O)c2cc(-n3cnnc3)ccc2Cl)cccc1-c1nc2ccccc2o1 returned LDHA inh inconclusive, Apoferritin bind -14%, APE1 inh 25%, POLI inh -1%, Pol eta inh -14%, Glioma ERSR ind -5%, BLM helicase inh -5%, POLK inh -6% and POLB inh 0%.
`N#Cc1c(NC(=O)CSc2ncn(-c3ccccc3)n2)sc2c1CCCC2` gave LDHA inh -2, Apoferritin bind -14%, APE1 inh -2%, POLI inh 11%, Pol eta inh 8%, Glioma ERSR ind -1%, BLM helicase inh -5%, POLK inh -2% and POLB inh 31%.
For O=C(CN1CCCCCC1)Nc1ccccc1F the results were LDHA inh -18, Apoferritin bind 9%, APE1 inh 11%, POLI inh 9%, Pol eta inh 5%, Glioma ERSR ind -1%, BLM helicase inh 6%, POLK inh -1% and POLB inh -6%.
COCCNC(=O)c1cccc(OC2CCN(Cc3ccc(C(C)C)cc3)CC2)c1 was read as LDHA inh 0, Apoferritin bind 7%, APE1 inh 5%, POLI inh 3%, Pol eta inh -10%, Glioma ERSR ind -3%, BLM helicase inh 0%, POLK inh 3% and POLB inh -18%.
For CCCC(=O)Nc1c(C)n[nH]c1C the results were LDHA inh -9, Apoferritin bind -6%, APE1 inh -7%, POLI inh 1%, Pol eta inh 6%, Glioma ERSR ind -5%, BLM helicase inh -2%, POLK inh -18% and POLB inh 10%.
`Cn1cnnc1Sc1ccc(C(=O)OCC(=O)NC2CC2)cc1[N+](=O)[O-]` gave LDHA inh -4, Apoferritin bind -9%, APE1 inh -3%, POLI inh 86%[activator], Pol eta inh 3%, Glioma ERSR ind 2%, BLM helicase inh 4%, POLK inh -5% and POLB inh -3%.
`CCc1ccccc1NC(=O)CN(C)C(=O)Cn1ncc(Cl)c(Cl)c1=O` gave LDHA inh -1, Apoferritin bind -14%, APE1 inh 1%, POLI inh -19%, Pol eta inh -13%, Glioma ERSR ind -14%, BLM helicase inh -2%, POLK inh -2% and POLB inh -9%.
`COc1cccc(-c2nc3c(c(C)nn3-c3ccccc3)c3cc(OC)c(OC)cc23)c1` gave LDHA inh -15, Apoferritin bind 10%, POLI inh -18%, Pol eta inh -11%, Glioma ERSR ind 2%, BLM helicase inh -7%, POLK inh -8% and POLB inh 34%.
O=C(NCCOc1nc(N2CCCCC2)nc(N2CCCCC2)n1)Nc1ccccc1 was read as LDHA inh -2, Apoferritin bind -10%, APE1 inh 0%, POLI inh 30%[activator], Pol eta inh -16%, Glioma ERSR ind -5%, BLM helicase inh -5%, POLK inh -1% and POLB inh 24%.
For Cc1cccc(C2CC3(CC(C)(C)NC(=S)N3)Oc3cc(O)ccc32)c1 (stereo not given) the results were LDHA inh 0, Apoferritin bind -19%, APE1 inh 4%, POLI inh 14%, Pol eta inh -3%, Glioma ERSR ind -2%, BLM helicase inh -9%, POLK inh -15% and POLB inh -22%.
For Cc1cc2c(cc1C)C(=O)NC(C)(C)C2 the results were LDHA inh -1, Apoferritin bind -8%, APE1 inh 19%, POLI inh 12%, Pol eta inh 4%, Glioma ERSR ind -2%, BLM helicase inh 1%, POLK inh -1% and POLB inh 17%.
For O=C(CC(c1cccs1)N1Cc2ccccc2C1=O)Nc1ccc(F)cc1F (stereo not given) the results were LDHA inh -6, Apoferritin bind -16%, POLI inh 4%, Pol eta inh -6%, Glioma ERSR ind -5%, BLM helicase inh -4%, POLK inh -9% and POLB inh 32%.
COc1cccc(Cn2c(=O)c(-c3ccc(F)cc3)nc3cnc(OC)nc32)c1 was read as APE1 inh -6%, Glioma ERSR ind -2%, BLM helicase inh 4% and POLK inh -7%[60.1 µM].
Screening Cc1nc(N2CCCC2)c2ccsc2n1 returned LDHA inh -8, Apoferritin bind -9%, APE1 inh 11%, POLI inh 9%, Pol eta inh -2%, Glioma ERSR ind -1%, BLM helicase inh 0%, POLK inh -4% and POLB inh 6%.
Screening CCc1nc(Sc2nc(C)cc(C)n2)c2oc3ccccc3c2n1 returned LDHA inh -6, Apoferritin bind -17%, APE1 inh 2%, POLI inh 0%, Pol eta inh -15%, Glioma ERSR ind -4%, BLM helicase inh 1%, POLK inh -5% and POLB inh 27%.
Screening CCOC(=O)c1c(C)[nH]c(CCC(=O)NCCCN2CCN(c3ccc(F)cc3)CC2)c1C returned LDHA inh -5, Apoferritin bind -5%, POLI inh 28%, Pol eta inh -15%, Glioma ERSR ind -1%, BLM helicase inh -1%, POLK inh -4%[60.1 µM] and POLB inh 15%.
Screening COC(=O)c1nc2n(n1)C(c1cccc(Cl)c1)C1=C(CCCC1=O)N2 (stereo not given) returned LDHA inh -2, Apoferritin bind -10%, APE1 inh -2%, POLI inh -4%, Pol eta inh -5%, Glioma ERSR ind -5%, BLM helicase inh -1%, POLK inh -7% and POLB inh inconclusive.
`O=C(c1ccco1)N1CCN(C(=S)Nc2cccc([N+](=O)[O-])c2)CC1` gave LDHA inh 2, Apoferritin bind -7%, APE1 inh -9%, POLI inh -16%, Pol eta inh -14%, Glioma ERSR ind -2%, BLM helicase inh 1%, POLK inh 0% and POLB inh -20%.
O=C(Nc1ccc2[nH]c(=S)sc2c1)c1ccccc1 was read as LDHA inh -15, Apoferritin bind 0%, APE1 inh 2%, POLI inh 138%[activator], Pol eta inh -15%, Glioma ERSR ind 2%, BLM helicase inh -11%, POLK inh -6% and POLB inh 11%.
`COc1ccc(N2C(=O)C3C(C2=O)C(C(=O)c2ccc(Cl)cc2)N2CCCC32)cc1` (stereo not given) gave LDHA inh -1, Apoferritin bind -20%, APE1 inh 0%, POLI inh 12%, Pol eta inh -22%, Glioma ERSR ind -10%, BLM helicase inh -6%, POLK inh -14% and POLB inh -2%.
COc1cc(NC(=O)Nc2ccccc2OC)c(OC)cc1NC(=O)CN1CCCCC1 was read as LDHA inh 7, Apoferritin bind -23%, APE1 inh -6%, POLI inh -5%, Pol eta inh -25%, Glioma ERSR ind 2%, BLM helicase inh -15%, POLK inh -6% and POLB inh 11%.
Screening O=C(Nc1cccc(C(F)(F)F)c1)/C(=C/c1ccco1)NC(=O)c1cccs1 returned LDHA inh -17, Apoferritin bind inconclusive, APE1 inh -2%, POLI inh -4%, Pol eta inh -10%, Glioma ERSR ind 2%, BLM helicase inh -2%, POLK inh -8% and POLB inh 14%.

Assay outcomes deposited in PubChem by National Center for Advancing Translational Sciences (NCATS).

A portion of the library, so the mix of outcomes need not match the whole.
